PKM2 activator = increases activity of human pyruvate kinase M2 | P14618 | purified PKM2, Kinase-Glo ATP luminescence, activation; response scale: 0% is enzyme alone, no compound | Potency, µM (top dose mostly 57.5 µM), for the others: at the highest dose activation, actives largely listed as activators | actives 0.34% (n = 260,000) | AID 1631; also: potency is read from the fitted curve at half-maximal effect; % is scaled to controls: 0 for no effect and ±100 for the full control effect; nearly all actives have a fitted effect of over 55% in size
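Kinase-Glo luminescence reports ATP generated from ADP (0.1 mM) and PEP (0.5 mM) by purified hPK-M2 after 1 h at room temperature, pH 7.2 imidazole buffer; intermediate enzyme activity allows detecting inhibitors and activators.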
Menin MLL FP TR = inhibitors of human menin-MLL interaction, mutant MLL peptide; O00255; Menin + Texas Red MLL mutant peptide, fluorescence polarization; Potency, µM (highest dose often 61.6 µM), without a hit: top-dose FP activity change, negative = inhibition, hits mostly inhibitors; actives 0.23% (n = 270,000); AID 1768; active = well fitted inhibition curve with a large enough effect in the polarisation, with a control signal flat, not every such curve was filed as active; inconclusive = small, poorly fitted or top-dose-only effect, or effect the other way, or a change in a side signal; inactive = no such curve, though single readings can be large or run the other way; the % refers to the polarisation; also: potency is read from the fitted curve at half-maximal effect; % of control where 0% means no effect; many of its hits are not listed in these tables
Target sequence (O00255 whole entry, looked up): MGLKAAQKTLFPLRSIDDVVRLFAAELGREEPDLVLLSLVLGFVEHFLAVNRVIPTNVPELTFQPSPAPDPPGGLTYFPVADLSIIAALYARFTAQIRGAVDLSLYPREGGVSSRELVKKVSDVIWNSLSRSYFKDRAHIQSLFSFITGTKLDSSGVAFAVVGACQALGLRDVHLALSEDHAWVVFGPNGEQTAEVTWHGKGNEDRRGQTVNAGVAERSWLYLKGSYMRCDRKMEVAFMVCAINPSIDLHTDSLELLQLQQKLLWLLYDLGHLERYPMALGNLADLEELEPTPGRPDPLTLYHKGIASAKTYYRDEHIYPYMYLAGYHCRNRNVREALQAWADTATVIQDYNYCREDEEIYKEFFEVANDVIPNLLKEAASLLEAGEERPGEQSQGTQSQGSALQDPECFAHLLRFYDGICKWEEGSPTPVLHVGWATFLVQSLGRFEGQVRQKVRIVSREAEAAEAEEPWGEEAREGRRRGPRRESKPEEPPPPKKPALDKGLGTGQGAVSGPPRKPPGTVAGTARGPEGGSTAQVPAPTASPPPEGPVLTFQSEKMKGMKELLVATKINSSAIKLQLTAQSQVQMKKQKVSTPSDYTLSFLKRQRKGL
FLuc modulator = counter-screen for miR-21 project: firefly luciferase inhibitors or activators; purified FLuc, Km substrates, luminescence inhibition; actives 6.9% (n = 360,000); P08659; Potency, µM (top dose mostly 57.5 µM), without a hit: top-dose activity change, negative = inhibition, actives largely listed as inhibitors;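 also: potency is read from the fitted curve at half-maximal effect; plate controls were vehicle for no effect and reference inhibitor for full effect; nearly all actives have a fitted effect of over 55% in size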
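Purified P. pyralis luciferase (10nM final) with 10uM D-luciferin and 10uM ATP (Km levels) in 50mM Tris acetate pH 7.5, 10mM Mg acetate, 0.01% Tween-20, 0.05% BSA; qHTS 6-point titration, ~60 µM downward; luminescence read.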
KCNH2 3.1 block = blocks the human KCNH2 3.1 channel isoform; actives 0.95% (n = 340,000); U2OS KCNH2 3.1, thallium flux FluxOr; active compounds read low; activity change, % (tested at about 1.8 µM);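 active = maximum activity change below -70%; inconclusive = maximum activity change from -70% to -50%; inactive = maximum activity change above -50%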;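 also: thallium influx rate constant from kinetic fluorescence after stimulation buffer; % is scaled to controls: 0 for no effect and ±100 for the full control effect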
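U2OS cells transduced with KCNH2 3.1 mutant virus (1.77 x 10^8 /mL, 4 h), plated overnight at 37 C, loaded 45 min with FluxOr dye plus Red40 quencher. Thallium flux rate constant from kinetic reads after stimulation buffer, normalised to controls.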
NPC1 promoter act = activates the NPC1 promoter; Huh7 NPC1 promoter luciferase reporter, 24 h; Potency, µM (highest dose often 9.22 µM), for inactives: at the top dose activation, most hits filed as activators; actives 2.4% (n = 320,000);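 also: potency is read from the fitted curve at half-maximal effect; % of control where 0% means no effect; nearly all actives have a fitted effect of over 60% in size; reporter is driven by a mutant NPC1 promoter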
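NPC1 promoter–luciferase Huh7 cells; 24 h compound; luminescence.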
MBNL1 CUG block = MBNL1-poly(CUG) RNA binding inhibition; Q9NR56; TR-FRET MBNL1-His/biotin-(CUG)12 binding, 665/545 ratio; Potency, µM (top dose mostly 57.5 µM), for the others: at the top dose activity change, negative = inhibition, most hits filed as inhibitors; actives 0.036% (n = 280,000); active = well fitted inhibition curve with a large enough effect in the signal ratio, with a control signal flat, not every such curve was filed as active; inconclusive = small, poorly fitted or top-dose-only effect, or effect the other way, or a change in a side signal; inactive = no such curve, though single readings can be large or run the other way; the % refers to the signal ratio; also: potency is read from the fitted curve at half-maximal effect; % is scaled to controls: 0 for no effect and ±100 for the full control effect
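His-tagged MBNL1 binding to biotinylated (CUG)12 RNA was measured by TR-FRET using terbium anti-His antibody (0.055 ng/ul final) and streptavidin-XL665 (5 nM final). Compounds were titrated 92 nM to 58 uM; 60 min at room temperature.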
RORg inh = ROR gamma (mouse) transcription inhibition. P51450. Drosophila S2 Gal4-RORgamma UAS-luciferase reporter, 20 h. Potency, µM (highest dose often 53.6 µM), for the others: at the top dose activity change, negative = inhibition, actives largely listed as inhibitors. actives 5.4% (n = 310,000). AID 2551; also: potency is read from the fitted curve at half-maximal effect; % is scaled to controls: 0 for no effect and ±100 for the full control effect; nearly all actives have a fitted effect of over 60% in size
Target sequence (P51450 whole entry, looked up, the tested form may be a part): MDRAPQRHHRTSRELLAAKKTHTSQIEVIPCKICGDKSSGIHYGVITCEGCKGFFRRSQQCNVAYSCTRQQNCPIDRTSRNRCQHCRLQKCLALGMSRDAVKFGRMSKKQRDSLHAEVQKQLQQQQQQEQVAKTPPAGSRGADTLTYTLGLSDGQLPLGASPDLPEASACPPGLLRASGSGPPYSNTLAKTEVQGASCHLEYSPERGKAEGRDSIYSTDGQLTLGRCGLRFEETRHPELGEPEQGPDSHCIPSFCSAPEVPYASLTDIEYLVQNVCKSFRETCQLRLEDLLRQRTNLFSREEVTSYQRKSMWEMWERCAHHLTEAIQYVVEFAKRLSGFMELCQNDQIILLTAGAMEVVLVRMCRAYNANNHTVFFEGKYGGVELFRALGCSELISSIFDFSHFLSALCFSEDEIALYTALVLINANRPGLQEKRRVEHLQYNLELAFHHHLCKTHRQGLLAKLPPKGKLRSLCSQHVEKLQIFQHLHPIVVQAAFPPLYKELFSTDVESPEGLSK
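Schneider cells (Drosophila), stable Gal4 DBD–ROR gamma + UAS-luc; 1 hr cmpd preincubation; Cu2+ induction 700 uM final; 20 hr ambient; luminescence.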
Rab9 promoter act = Rab9 promoter activation; Potency, µM (highest dose often 9.22 µM), for inactives: at the highest dose activation, negative = inhibition, hits mostly activators; Huh7 Rab9 promoter-luciferase reporter, luminescence, 24 h; actives 2.8% (n = 320,000); AID 485297; also: potency is read from the fitted curve at half-maximal effect; % of control where 0% means no effect; nearly all actives have a fitted effect of over 60% in size
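Luminescence from Amplite-detected luciferase (10 minutes, ambient) reports Rab9 promoter activation. Before that, stable Rab9-luciferase Huh7 cells (1500/well, reduced-serum OP-MEM I plus 10% FBS) were exposed to compound for 24 hours at 37C.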
Mito fusion yeast = inhibitors of mitochondrial division or activators of mitochondrial fusion | S. cerevisiae fusion-defective mutant growth rescue, CellTiterGlo 48 h | Potency, µM (series often up to 46.1 µM), for inactives: at the top dose growth rescue (activation), most hits filed as activators | actives 0.23% (n = 320,000) | AID 485298;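 also: potency is read from the fitted curve at half-maximal effect; % of control where 0% means no effect; nearly all actives have a fitted effect of over 45% in size; temperature-sensitive fusion mutants such as fzo1-1 at 37 °C on non-fermentable ethanol glycerol medium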
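Compounds are tested for their ability to restore growth of mitochondrial fusion-defective yeast strains at non-permissive 37C in YPEG medium over 48 hours. Viability is quantified by luciferase luminescence.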
ELG1 repair inh = blocks ELG1-dependent DNA repair in HEK293T cells; HEK293T ELG1-luciferase reporter, luminescence, 16 h; DNA damage induced by 5-fluorouridine; Potency, µM (series often up to 46.1 µM), inactives show at the top dose activity change, negative = inhibition, usual class: inhibitors; actives 2.3% (n = 330,000); AID 504467; also: potency is read from the fitted curve at half-maximal effect; % is scaled to controls: 0 for no effect and ±100 for the full control effect; nearly all actives have a fitted effect of over 55% in size
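Luminescence from the luciferase reporter, measured 30 min after ONE-Glo reagent at room temperature, was the read-out. Beforehand, 2,000 cells per well were exposed for 16 hr at 37 °C to 5-fluorouridine together with compound or vehicle.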
Gal4-VP16 FLuc = counter-screen for ROR gamma inhibitors: Gal4-VP16 reporter. actives 3.5% (n = 310,000). Drosophila S2 Gal4-VP16 UAS-luciferase, luminescence, 20 h. Potency, µM (highest dose often 53.6 µM), inactives show at the highest dose activity, negative = inhibition, usual class: inhibitors;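 also: Gal4-VP16 expression switched on by copper sulfate through the metallothionein promoter; potency is read from the fitted curve at half-maximal effect; % is scaled to controls: 0 for no effect and ±100 for the full control effect; nearly all actives have a fitted effect of over 50% in size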
* = called active by the depositor; ? = inconclusive; / = no result given; & = joins results of further samples; [ ] = dose if it differs, or a comment. Unless noted, calls follow the shape of the dose curve; as a rule, active = well fitted curve in the direction sought with a large enough effect; inconclusive = small, poorly fitted or top-dose-only effect, or another doubt; inactive = no such curve, though single readings can be large; an effect the other way counts as inactive or inconclusive.

SMILES	PKM2 activator	Menin MLL FP TR	FLuc modulator	KCNH2 3.1 block	NPC1 promoter act	MBNL1 CUG block	RORg inh	Rab9 promoter act	Mito fusion yeast	ELG1 repair inh	Gal4-VP16 FLuc
CCOC(=O)Cc1nc2cc(Cl)ccc2o1	0%	1%	-12%	-14	0%	-2%	-1%	1%	6%	10%	3%
C=CCNC(=S)Nc1ccc(C)cc1[N+](=O)[O-]	-7%	11%	-8%	6	7%	?	?	28%	-5%	23%	4%
CCN(CC)S(=O)(=O)c1ccc(/C(O)=C2/C(=O)C(=O)N(CCOC)C2c2ccccc2)cc1 (stereo not given)	-3%	3%	-1%	-19	-1%	-1%	0%	-5%	-3%	-1%	-5%
CC(=O)c1cccc(NC(=O)c2ccc(OCc3c(C)noc3C)cc2)c1	/	/	5%	1	5%	/	/	-2%	4%	-28%	/
COc1cccc(S(=O)(=O)Nc2ccc(C(=O)NCc3ccco3)cc2)c1	?	3%	3%	-2	3%	-3%	-27%	9%	-2%	-19%	-6%[0.365 µM]
NC1=NC(c2ccccc2C(F)(F)F)N(c2ccc(F)c(Cl)c2)C(N)=N1 (stereo not given)	/	-9%	1%	-3	0%	-16%	18%	-1%	-12%	-2%	-7%
O=C1c2cccnc2C(=O)N1Cc1ccc(S(=O)(=O)NCc2ccco2)cc1	0%	18%	0%	29	-1%	?	5%	-3%	-4%	27%	-8%
OCCCNC(=S)Nc1ccc(Br)cc1Cl	3%	/	0%	11	0%	/	8%	13%	-1%	?	29%
CC(=O)Nc1ccc(NC(=O)C2CC(=O)N(c3cccc(C)c3C)C2)cc1 (stereo not given)	-2%	6%	1%	3	0%	-14%	-7%	11%	0%	8%	-1%
CC(C)=CCN1CCN(Cc2cc3ccccc3[nH]2)CC1CCO (stereo not given)	-2%	?	-1%	18	-5%	7%	3%	-1%	-8%	-4%	23%
O=C(CN1CCN(c2ccccn2)CC1)Nc1ccc(F)cc1F	/	4%	-6%	-30	0%	-3%	23%	16%	10%	18%	-8%
O=C(N/N=C1\CCCc2ccccc21)c1cccc(Br)c1	-2%	1%	?	14	20%	2%	-18%	15%	-1%	?	4%
COc1ccc(CC2c3cc(OC)c(OC)cc3CC[N+]2(C)CCC(=O)OCCCCCOC(=O)CC[N+]2(C)CCc3cc(OC)c(OC)cc3C2Cc2ccc(OC)c(OC)c2)cc1OC (stereo not given)	/	/	1%	6	-10%	/	/	-6%	-2%	-2%	/
O=C(Cc1ccccc1)NCCS(=O)(=O)N1CCN(c2ccccc2)CC1	/	/	3%	1	-2%	/	/	1%	3%	-2%	/
CCc1c(C)nc2ncnn2c1NCCc1ccccc1	1%	-11%	5%	-5	-5%	8%	?	-19%	3%	?	?
Cc1csc(NC(=O)CSc2[nH]c(=O)ncc2C)n1	/	/	2%	14	2%	/	/	5%	0%	?	/
O=C(Cc1ccccc1)NNC(=O)c1cnccn1	3%	2%	4%	-2	2%	1%	-8%	0%	-1%	-1%	?
CN(CC(=O)Nc1ccc(F)cc1)C(=O)CSc1nc2ncc(Cl)cc2[nH]1	18%	12%	?	-6	-1%	-14%	10%	1%	-6%	-10%	-22%
COc1ccccc1-n1cnnc1SCC(=O)Nc1ccccc1	1%	-12%	-11%	-86*	-1%	-4%	?	4%	-2%	?	1%
O=C(Nc1ccc(N2C(=O)C3C4C=CC(C4)C3C2=O)cc1)Nc1nnc(C(F)(F)F)s1 (stereo not given)	1%	?	?	-2	9%	11%	35%	12%	-1%	11%	8%
NCCCC[C@H](NC(=O)C1CCNCC1)c1nnc([C@@H](N)Cc2ccc(O)cc2)o1	0%	14%	0%	7	1%	-1%	-6%	-1%	-1%	12%	2%
COc1cccc(C(=O)Cn2c(=N)n(C)c3ccccc32)c1	9%	0%	1.2µM*	-3	0.56µM*	4%	10µM*	?	-7%	?	?
CCc1cccc(C)c1N(C(=O)Cn1c(COC)nc2ccccc21)C(C)COC (stereo not given)	-4%	-8%	-1%	-14	-2%	-6%	-40%	3%	3%	-4%	0%
CC(=O)Oc1ccc(C2=NN(c3ccccc3)C(c3ccccc3)C2)cc1 (stereo not given)	/	?	?	-2	0%	20%	0%	0%	3%	-6%	22%
Cc1ccc2c(c1)c1nnc(SCC(=O)N3CCN(c4ccc(F)cc4)CC3)nc1n2CC(=O)O	1%	13%	5%	-7	-1%	/	20%[10 µM]	0%	-10%	8%	-13%
CNc1nc(CCN2C(=O)c3ccccc3C2=O)cs1	29%	/	0%	11	-3%	9%	-8%	-1%	-3%	0%	-28%
O=C(COc1ccc2ccc(=O)oc2c1)NC(Cc1ccc(Cl)cc1)C(=O)O (stereo not given)	3%	-14%	3%	2	-2%	1%	-21%	-4%	-1%	15%	2%
c1ccc(CCn2c(C3CC3)nc3ccccc32)cc1	0%	0%	-2%	-1	0%	2%	?	0%	8%	-18%	-16%
Cc1cccc(S(=O)(=O)c2c(C)cc(C)[nH]c2=O)c1	/	-5%	1%	-9	2%	-3%	-15%	-2%	-2%	-7%	4%
Cc1ccc(C2Nc3ccccc3-c3nc4ccccc4n32)o1 (stereo not given)	0%	?	11µM*	7	?	-4%	?	?	16%	?	-8%
Nc1cc2c([N+](=O)[O-])cccc2o1	4%	?	-4%	10	1%	?	-8%	2%	-3%	3%	-6%
CCOC(=O)C1CCN(C(=O)CSc2ccccc2Cl)CC1	0%	7%	0%	-3	-1%	-2%	-13%	-4%	16%	1%	3%
Cc1c(NC(=S)NC(=O)c2ccccc2Br)c(=O)n(-c2ccccc2)n1C	/	-2%	0%	1	1%	-1%	1%	-3%	1%	-5%	-4%
CCOCCNC(=O)c1ccccc1C(=O)NCCOCC	0%	6%	3%	5	2%	5%	4%	-4%	0%	3%	-4%
C#CCSc1nncn1C(=O)/C=C/c1ccccc1	0%	-15%	19µM*	12	-4%	5%	-25%	0%	1%	?	-5%
CCC1CCCCN1CCCNC(=O)c1c(O)nc2ccccn2c1=O (stereo not given)	/	4%	1%&-1%	0	0%	4%	-3%	0%	-3%	5%	-2%
CC1CCc2nc3ccc(S(=O)(=O)N4CCC(C(=O)N5CCCCC5)CC4)cc3c(C(=O)O)c2C1 (stereo not given)	-4%	-6%	-1%	-3	0%	17%	9%	4%	2%	-2%	2%
COc1ccc(CN(C(=O)c2ccco2)C2CCS(=O)(=O)C2)cc1 (stereo not given)	1%	3%	-2%	-5	2%	-8%	-23%	1%	1%	2%	7%
Cc1cccc(NC(=O)c2cnc3ccccn3c2=O)c1	3%	-11%	0.67µM*	8	0.63µM*	7%	2.5µM*	0.32µM*	6%	?	?
COc1ccc(C(C)=O)cc1COC(=O)c1ccc2c(c1)OCCO2	/	/	1%	-8	2%	/	/	1%	3%	-9%	/
COc1cccc(-n2c([S-])c(C(=O)Nc3ccc(C(F)(F)F)cc3)[n+]3ccccc23)c1	0%	10%	-11%	/	-1%	0%	-2%	-1%	2%	-14%	-26%
CC(C)c1onc(C(=O)Nc2sc3c(c2C#N)CCC3)c1[N+](=O)[O-]	-7%	?	?	/	2%	?	?	9%	-2%	1%	?
CCCc1c(C)c2cccc(C)c2[nH]c1=O	2%	-7%	-7%	9	-1%	15%	22%[10 µM]	-1%	-1%	10%	11%
CCN1CCN(C(=O)CSc2ccc(C)cc2)CC1	-3%	?	-14%	22	30%	0%	4%	?	2%	?	-12%
Cc1cc(NC(=O)CSc2n[nH]c(N)n2)no1	1%	5%	-2%	-1	-6%	1%	-8%	-5%	1%	10%	-1%
COc1ccc(Cn2c(-c3ccc(OC)c(O)c3)nc3ccccc32)cc1O	10%	-1%	?	-5	-6%	-3%	0%	-8%	-1%	-14%	?
COCCCNC(=O)CSc1nc2cc(S(=O)(=O)N3CCCCC3)ccc2o1	/	/	0%	-6	-5%	/	/	9%	1%	15%	/
Cc1c2ccccc2nc2c(F)c(NCCO)c(F)c(F)c12	-1%	?	21µM*	28	3%	20%	-26%	22%	2%	?	-18%

An excerpt. The share of hits here may be higher or lower than overall.
